NOD2 inhibition = NOD2 signaling inhibitors, cell-based, luminescence, uHTS, HEK293 (AID 1566); HEK293 NOD2/NF-kB luciferase reporter, luminescence; higher % means a stronger effect; one-dose inhibition, % at 4 µM; EC50 in µM for titrated hits; 0.63% of 290,000 active; note: many of its hits are not listed in these tables
KOR beta-arrestin-1 = KOR agonists, beta-arrestin recruitment, primary screen, cell-based, luminescence, uHTS (AID 1777); KOR beta-arrestin recruitment, luminescence; higher % means a stronger effect; activation, % at 10 µM, or EC50 in µM where a hit was titrated; 0.02% of 280,000 active; in the data active = activation above about 50%, passing the limit was not always enough; note: a part of the inactive calls stands beside numbers as strong as those of hits
P. falciparum M1AAP = P. falciparum M1AAP inhibitors, biochemical, fluorogenic H-Leu-NHMec substrate, 1536-well (AID 1445). recombinant M1AAP, H-Leu-NHMec fluorogenic kinetic assay; higher % means a stronger effect. one-dose inhibition, % at 30 µM; IC50 in µM for titrated hits. 0.42% of 220,000 active;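 active = primary inhibition above the hit cutoff, then over 50% inhibition at one or more dose response concentrations, cut at about 23% in these data, passing the limit was not always enough; inconclusive = conflicting primary data, or primary hits not chosen for dose response; inactive = low primary inhibition, or under 50% at every dose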;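 note: plate controls were DMSO full reaction for no effect and no enzyme background for full effect; strong numbers were not always called active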
Dynein cargo inh = dynein cargo transport inhibition; 3617.4 mouse cells, GR-EGFP nuclear translocation imaging; test concentration mostly 20 µM; stimulated with dexamethasone, 1 µM; active compounds read low; AID 1381; z-score, hits read low; 0.47% of 220,000 active;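 active = plate z-score of nuclear minus cytoplasmic receptor signal below a set negative limit, without overly bright fluorescence or cell loss, cut at about -3.5 in these data, passing the limit was not always enough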;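 note: z-score of nuclear minus cytoplasmic ring GR-EGFP intensity difference per well; some compounds called inactive have numbers as strong as hits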
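medium = tetracycline-free induction medium containing charcoal-stripped FBS | probe or stimulus = dexamethasone, 1.0 µM final | timing = 48 h induction, then 1 h compound, then 30 min agonist, 37 °C | detection = automated 10x imaging of fixed Hoechst-stained cells | read-out basis = nuclear versus cytoplasmic GR-EGFP signal, averaged per well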
NOD1 inhibition = NOD1 signaling inhibitors, primary screen, cell-based, luminescence, uHTS (AID 1578) | one-dose inhibition, % at 4 µM; EC50 in µM for titrated hits | 1% of 290,000 active | NOD1-driven NF-kB luciferase reporter cells, luminescence; higher % means a stronger effect; in the data active = inhibition mostly above about 36%, no sharp cut-off; inactive = mostly below about 34%;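 note: HEK-293T reporter cells stimulated with the NOD1 agonist gamma-tri-DAP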
AID2073 = inhibitors of Mint1-CaV2.2 protein interaction, biochemical, HTRF (AID 2073) | HTRF protein-protein interaction, Mint1-CaV2.2; higher % means a stronger effect | inhibition, % at 20 µM; hits with a dose series show IC50 in µM | 0.19% of 290,000 active; in the data active = inhibition mostly above about 51%, no sharp cut-off; inconclusive = no clear call, values can overlap the other calls; inactive = mostly below about 53%; note: some results filed as inactive read as strong as hits
M17LAP inhibition = P. falciparum M17LAP inhibitors, primary screen, biochemical, fluorogenic H-Leu-NHMec substrate, 1536-well (AID 1619) | recombinant M17LAP, H-Leu-NHMec fluorogenic kinetic assay; higher % means a stronger effect | 0.38% of 220,000 active | inhibition, % at 30 µM, or IC50 in µM where a hit was titrated;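 active = compound inhibiting the enzyme by more than half at any dose during confirmatory dose-response retesting; inconclusive = strong single-dose inhibitors picked by rank but not retested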;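 note: plate controls were full reaction with DMSO carrier for no effect and no enzyme background for full effect; strong numbers were not always called active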
KOR beta-arrestin-2 = kappa opioid receptor blockers – cell-based, luminescence, uHTS (AID 1778); inhibition, % at 10 µM; hits with a dose series show IC50 in µM; KOR beta-arrestin recruitment, luminescence, antagonist mode; higher % means a stronger effect; 0.091% of 290,000 active; note: strong numbers were not always called active
GPR55 beta-arrestin = GPR55 agonists via beta-arrestin recruitment, primary screen, imaging, U2OS cells, beta-arrestin-GFP redistribution (AID 1961); U2OS GPR55 beta-arrestin-GFP redistribution imaging; higher % means a stronger effect; one-dose activation, % at 10 µM; EC50 in µM for titrated hits; 0.048% of 290,000 active;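 active = activation above 40% with more than 50 cells counted in the well; inconclusive = wells holding fewer than 50 cells, flagged as toxic or sparse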;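 note: U2OS osteosarcoma cells stably expressing GPR55 and beta-arrestin-GFP; plate controls were DMSO negative control for no effect and LPI positive control for full effect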
Dynein cargo inh cytoplasmic EGFP = further read-out of Dynein cargo inh, marked with its call; z-score; measured here: cytoplasmic GR-EGFP intensity; active compounds read high
Dynein cargo inh nuclear GR-EGFP = also measured in Dynein cargo inh; calls as there; z-score; measured here: nuclear GR-EGFP intensity;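 lower value marks the stronger effect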
Dynein cargo inh cell count = second read-out of Dynein cargo inh, no call of its own (marks repeat the call); z-score; measured here: cell count per field
The depositor's hits bear a star; ? = inconclusive; · = no result given; [ ] = remark or other dose. Cut-off read from the data, not from the text of the source, unless noted: active = inhibition above about 50%; inactive = the rest. Only part of the results is shown; count on the stated rates, not on these rows.

Values run as follows: NOD2 inhibition	KOR beta-arrestin-1	P. falciparum M1AAP	Dynein cargo inh	Dynein cargo inh cytoplasmic EGFP	Dynein cargo inh nuclear GR-EGFP	Dynein cargo inh cell count	NOD1 inhibition	AID2073	M17LAP inhibition	KOR beta-arrestin-2	GPR55 beta-arrestin
CCC/C=N/NC(=O)c1ccc(F)cc1
    7.8%	-5.7%	2.3%	0.909	-0.297	0.342	-0.91	-9.9%	-4.7%	-3.1%	-15.8%	0.1%
CCOc1ccc(-n2c(SCC(=O)NC3CCS(=O)(=O)C3)nnc2-c2cccnc2)cc1 (stereo not drawn)
    2.6%	2.4%	-0.6%	-1.18	-0.221	-0.805	0.442	-22.6%	-1.6%	-0.7%	-5.0%	0.2%
CC(C)NC(=O)c1ccc2c(c1)N(CC(=O)N1CCCC1)C(=O)C(C)(C)O2
    4.2%	2.0%	·	·	·	·	·	-9.3%	14.1%	·	-0.7%[20 µM]	0.4%
N#CC1=C(N)N2C(=C(C#N)C13CCN(Cc1ccccc1)CC3)Nc1ccccc12
    8.6%	-3.4%	2.9%	-0.115	0.18	-0.642	-0.226	-29.4%	42.1%	-9.7%	28.2%	0.8%
NNC(=O)c1cc(-c2cccs2)nc2ccccc12
    20.8%	-1.5%	4.1%	0.11	-0.117	0.0601	-0.149	2.5%	15.9%	-1.7%	40.8%	0.4%
CSc1ccccc1C(=O)NCc1ccccc1C
    11.1%	-2.3%	1.3%	-0.167	-0.183	0.248	1.2	-22.1%	9.4%	-2.1%	-15.4%[20 µM]	0.5%
Nc1nc2c(s1)CCCCCCCCCC2
    5.7%	0.9%	9.8%	0.0778	-0.286	0.012	-0.499	9.4%	9.8%	-2.1%	-24.9%	-0.1%
O=C(Nc1cc(Cl)cc(Cl)c1)c1cccc(OC(F)F)c1
    18.2%	13.9%	6.1%	0.301	0.0768	0.606	-1.12	-5.3%	2.4%	-0.8%	-42.6%	0.1%
O=[N+]([O-])c1cc(C(F)(F)F)cc([N+](=O)[O-])c1Sc1n[nH]c(C(F)(F)F)n1
    0.5%	5.2%	3.2%	-3.01	0.099	-1.55	0.12	-10.8%	-38.9%	5.8%	2.6%	0.3%
COc1cccc(/C=N/NC(=O)c2ccc(N3CCCC3=O)cc2)c1
    5.7%	6.9%	·	·	·	·	·	-9.8%	4.1%	·	-17.7%	0.3%
COc1ccc2c(c1)c(/C=C/c1cc[n+](C)cc1)cn2C
    7.1%	-0.3%	·	·	·	·	·	-6.1%	19.1%	·	5.5%	-0.1%
O=C(CSc1nc2ccccc2n1CC(=O)N1CCCC1)Nc1nccs1
    8.1%	·	13.4%	0.63	0.247	0.508	0.28	7.0%	-1.1%	17.5%	·	0.2%
C=CCNC(=O)/C(C#N)=C/c1ccc2c(c1)OCCO2
    -4.5%	3.8%	3.1%	0.416	-0.259	0.337	-0.192	-33.6%	-1.9%	0.7%	-42.8%	1.4%
Cc1ccc2c(c1)CCCN2C(=O)c1ccc2c(c1)OCO2
    5.6%	-2.0%	-0.2%	-0.712	-0.272	-0.43	0.41	-6.2%	10.6%	-8.9%	26.8%	0.2%
N#Cc1cccc(NC(=O)c2ccccc2C(=O)O)c1
    -19.7%	1.9%	5.6%	-0.234	-0.161	0.229	0.313	-15.0%	1.7%	0.1%	-48.8%	-0.1%
CC(C)(C)C(=O)[C@@H]1[C@@H]2C(=O)N(C3CCCCC3)C(=O)[C@@H]2[C@H]2c3ccccc3C=CN12
    7.7%	3.0%	·	-0.715	-0.0561	-0.304	0.391	5.3%	-6.7%	·	37.4%	-0.1%
COc1ccc(CNS(=O)(=O)c2cc3c4c(c2)C(C)C(=O)N4CCC3)cc1 (stereo not drawn)
    20.7%	6.5%	·	·	·	·	·	-9.5%	1.0%	·	-4.2%	-0.2%
CC1CCN(S(=O)(=O)c2ccccc2[N+](=O)[O-])CC1
    20.8%	4.4%	-1.0%	0.0426	-0.28	-0.385	0.326	1.7%	0.2%	1.1%	22.7%	1.6%
Cc1ncccc1C(=O)N1CCCC(CNC(=O)c2ccc(-c3ccccc3)cc2)C1 (stereo not drawn)
    11.4%	4.2%	6.1%	-1.11	-0.224	-0.323	3.91	13.1%	0.5%	18.3%	-33.2%	1.4%
CCc1nc(SCC(=O)Nc2ccc(C(=O)O)cc2)n[nH]1
    -0.2%	-3.4%	16.1%	-0.684	-0.228	-0.335	0.251	-16.8%	1.1%	13.1%	19.2%	-0.1%
COc1nccnc1NS(=O)(=O)c1ccc(NC(=O)c2ccc(F)cc2)cc1
    14.6%	-1.0%	·	·	·	·	·	-36.0%	-2.1%	·	15.7%	0.4%
Fc1ccc(-c2noc(-c3ccc4c(c3)CCO4)n2)cc1
    -189.1%	-1.2%	7.9%	-0.616	-0.283	-0.531	0.299	-17.4%	10.4%	2.0%	21.0%	-0.2%
CC(NC(=O)CN1C(=O)COc2ccccc21)c1ccccc1 (stereo not drawn)
    -1.7%	2.1%	2.5%	-0.149	-0.324	0.506	0.432	20.3%	-3.3%	11.7%	-56.3%	0.3%
CN(C)C(=O)c1ccc(NC(=O)COc2ccc([N+](=O)[O-])cc2)cc1
    12.5%	1.3%	-0.1%	-0.246	-0.317	-0.14	-0.286	-24.6%	5.1%	-0.1%	4.1%	0.1%
O=C(Nc1cccc([N+](=O)[O-])c1)c1cc(S(=O)(=O)N2CCOCC2)cs1
    13.6%	1.5%	·	·	·	·	·	-11.5%	14.1%	·	13.8%	-0.1%
C[C@@H](C(=O)N1CCN(C(=O)OC(C)(C)C)CC1)n1cc(CCCN=C(NC(=O)OC(C)(C)C)NC(=O)OC(C)(C)C)nn1
    1.7%	-1.5%	1.7%	-0.625	-0.301	-0.12	0.265	-22.6%	6.6%	-1.1%	-17.1%	0.2%
CCCCCCOC(=O)C(C#N)c1nc2ccccc2nc1N1CCN(C)CC1 (stereo not drawn)
    9.6%	2.2%	-1.3%	0.611	0.0608	0.583	0.211	25.0%	19.5%	3.4%	-13.4%	0.3%
COc1ccc(Nc2nc(NC(C)(C)C)nc(N3CCOCC3)n2)c(OC)c1
    17.8%	-1.5%	-4.7%	-0.935	-0.271	-0.487	1.1	-2.1%	?	1.0%	-8.4%[20 µM]	-0.1%
Cc1ccc(NC(=S)N2CCN(c3ccccc3F)CC2)c(C)c1
    2.2%	2.3%	·	·	·	·	·	-4.4%	-6.1%	·	7.8%	0.0%
CCOc1ccccc1NC(=O)CSc1nnnn1Cc1ccccc1
    -8.3%	-0.1%	2.5%	-0.486	-0.286	-0.183	-0.0128	-31.8%	-1.4%	14.2%	16.3%	0.2%
COc1ccc(C2(c3ccc(OC)cc3)NC(=O)N(CC(=O)Nc3ccccc3C(F)(F)F)C2=O)cc1
    -0.9%	-3.4%	·	·	·	·	·	-18.1%	-1.1%	·	29.7%	0.0%
COc1ccc(N2C(=O)CC(NNc3ncc(Cl)cc3Cl)C2=O)cc1 (stereo not drawn)
    -3.9%	-1.4%	23.0%	0.335	-0.318	0.00521	0.242	-30.2%	1.4%	16.7%	-18.4%	-0.1%
CCOC(=O)c1cc(CO)cc(C(=O)OCC)c1
    19.1%	2.3%	0.9%	-0.182	-0.141	-0.28	0.811	0.2%	20.4%	3.2%	0.8%	-0.1%
Cc1cc(/C=N\NC(=O)c2cccs2)c(C)n1-c1ccc2ncccc2c1
    -116.5%	4.2%	3.4%	-0.0569	-0.183	0.397	0.464	0.3%	4.7%	4.5%	-13.8%	0.3%
CCOc1ccc(/C=N/NC(=O)c2[nH]c3ccc(C)cc3c2C)cc1
    -26.8%	1.0%	·	·	·	·	·	-3.6%	4.1%	·	-41.8%	0.0%
CCc1nc2ccccc2n1CC(=O)N1CCN(Cc2ccccc2)CC1
    9.5%	·	-0.6%	-0.567	-0.344	-0.383	0.713	-28.2%	8.6%	-0.1%	·	-0.4%
Cc1c(NC(=O)c2cc(-c3cccs3)nc3ccccc23)c(=O)n(-c2ccccc2)n1C
    14.7%	-0.1%	4.5%	-0.575	-0.232	-0.519	0.284	-2.3%	1.5%	18.6%	20.8%	0.5%
COC(=O)c1ccc(S(N)(=O)=O)o1
    4.4%	1.5%	-1.4%	0.24	-0.194	0.179	0.413	-29.4%	8.8%	6.4%	-4.4%	-0.1%
COCCSc1ccccc1C(=O)N1CCOCC1
    1.9%	1.0%	4.5%	-0.748	0.448	-0.114	0.632	3.5%	-60.5%	0.9%	11.2%	0.0%
CC(=O)c1cnc2nc(C)nn2c1C
    4.8%	-0.3%	-3.2%	-0.81	-0.201	-0.25	0.403	-22.6%	-4.1%	-1.3%	18.7%	-0.6%
CC(=O)c1c(C)[nH]c(C(=O)NCc2ccc(F)cc2)c1C
    29.1%	-3.2%	3.2%	0.17	-0.138	0.16	-0.176	-26.4%	11.1%	1.7%	0.7%	0.3%
CCOc1ccc(NC(=O)CN2C(=O)/C(=C3\SC(=S)N(C4CCS(=O)(=O)C4)C3=O)c3ccccc32)cc1 (stereo not drawn)
    1.4%	-0.5%	-2.1%	1.19	0.0302	1.39	-2.42	5.2%	36.2%	4.0%	21.7%	-0.1%
COc1ccc(OC)c(/C=N/Nc2nncn2/N=C/c2cc(OC)ccc2OC)c1
    9.8%	-0.4%	6.6%	0.271	-0.207	-0.23	-0.365	3.6%	16.0%	-10.1%	-10.4%	-0.5%
CC(C)OC(=O)CN1C(=O)c2ccccc2C1=O
    9.2%	-0.4%	6.2%	0.906	0.342	1.06	-0.525	-15.4%	2.0%	19.6%	-5.2%	-0.1%
Cc1ccc(S(=O)(=O)NCC2CCC(C(=O)NCc3ccccn3)CC2)cc1 (stereo not drawn)
    7.6%	1.9%	5.0%	-0.959	-0.0455	-0.315	0.25	-12.8%	3.6%	-1.6%	18.1%	-0.3%
